# High-throughput results from PubChem.
# PAX8 inh HTS: inhibitors of PAX8 transcriptional activity in RMG-I cells. RMG-I TPO-luciferase reporter, SteadyGlo, 24 h. inhibition, % at 12.6 µM. 360,000 compounds, 1.2% hits;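 active = mean replicate inhibition at least 60% with every replicate also reaching 60%; inconclusive = only one of the two criteria is met; inactive = mean below 60% and not all replicates reaching 60%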;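 also: luciferase light reporting Pax8 driven TPO promoter activity; plate controls were median of neutral control wells for no effect and mitoxantrone controls for full effect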
# LGR2 antag: blocks bursicon-induced cAMP signaling via Drosophila LGR2 | inhibition, % at 9.99 µM | 380,000 compounds, 0.35% hits | AID 720647 | HEK293 LGR2, CRE-luciferase, bursicon-stimulated, 4 h;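 active = drop in luminescence signal, shown as inhibition above about 50% in the replicate tests, limit read from the data, passing the limit was not always enough; inconclusive = probably only some replicates passing the limit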;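 also: agonist challenge used bursicon conditioned medium at about half maximal strength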
# DENV2 CPE: DENV2-induced cell death inhibition; 350,000 compounds, 1.7% hits; DENV2-infected cells, cytopathic effect rescue, plate reader; CPE inhibition, % at 9.99 µM; in the data active = CPE inhibition above about 20%, passing the limit was not always enough; inconclusive = no clear call, values can overlap the other calls; tested in BHK-21 cells;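 also: 0% = median of neutral control wells and 100% = median of positive control wells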
# SIRT5 block: sirtuin-5 (human) deacylase inhibition; Q9NXA8; Purified SirT5, succinyl-peptide AMC, trypsin-coupled fluorescence; inhibition, % at 15 µM; 330,000 compounds, 1.1% hits; in the data active = inhibition above about 15%; inconclusive = no clear call, values can overlap the other calls
# Target sequence (Q9NXA8 whole entry, looked up): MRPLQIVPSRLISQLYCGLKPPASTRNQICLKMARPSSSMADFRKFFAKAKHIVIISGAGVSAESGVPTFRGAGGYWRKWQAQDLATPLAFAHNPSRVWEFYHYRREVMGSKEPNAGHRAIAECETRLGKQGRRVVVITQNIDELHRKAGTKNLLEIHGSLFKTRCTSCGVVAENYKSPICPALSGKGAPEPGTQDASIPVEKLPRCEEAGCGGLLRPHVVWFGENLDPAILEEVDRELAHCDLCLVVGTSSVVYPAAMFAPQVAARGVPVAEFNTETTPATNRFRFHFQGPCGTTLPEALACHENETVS
# ARNT TACC3 PPI: disruptors of human ARNT/TACC3 interaction. Q9Y6A5. AlphaScreen His-ARNT PAS-B/GST-TACC3 binding, luminescence; TACC3 fragment carries E629A point mutation. AID 623870. 390,000 compounds, 0.66% hits. inhibition, % at 9.99 µM;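 active = mean inhibition of replicates at least 50% and at least half of replicates each reaching 50%; inconclusive = half or more replicates reach 50% but mean below 50%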;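 also: 0% = complete ARNT plus TACC3 wells and 100% = ARNT alone without TACC3; many hits fall short of the cut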
# Casp6 inh: caspase-6 (human) enzyme inhibition | 350,000 compounds, 0.53% hits | P55212 | inhibition, % at 12.5 µM | purified caspase-6, Z-VEID-R110 cleavage fluorescence;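 active = mean inhibition across replicates at least about 35%, with every replicate also reaching that limit, limit read from the data; inconclusive = only one of the two criteria met; inactive = neither criterion met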;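 also: 0% = median of neutral control wells and 100% = no fluorescence left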
# Target sequence (P55212 24-179 limits assumed): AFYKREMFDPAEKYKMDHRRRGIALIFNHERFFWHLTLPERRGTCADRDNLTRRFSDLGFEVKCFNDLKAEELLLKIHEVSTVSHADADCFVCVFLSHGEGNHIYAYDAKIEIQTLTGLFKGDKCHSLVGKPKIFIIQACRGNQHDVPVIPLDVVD
# Target sequence (P55212 194-293 limits assumed): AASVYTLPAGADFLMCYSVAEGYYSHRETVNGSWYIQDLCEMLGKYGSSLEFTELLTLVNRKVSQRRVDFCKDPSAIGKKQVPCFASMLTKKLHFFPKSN
# EWS-Fli block: EWS/Fli transcriptional activity inhibition; A673 NR0B1-luciferase reporter, viability-normalised; inhibition, % at 12.6 µM; 350,000 compounds, 0.67% hits; AID 651661;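 active = mean inhibition of at least 50% after viability correction, with every replicate also passing that limit; inconclusive = mean reaches 50% but only one of two replicates passes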;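 also: firefly luciferase signal divided by Alamar Blue viability fluorescence both relative to DMSO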
# * = called active by the depositor; ? = inconclusive; . = no result given; & = joins results of further samples.
SMILES,PAX8 inh HTS,LGR2 antag,DENV2 CPE,SIRT5 block,ARNT TACC3 PPI,Casp6 inh,EWS-Fli block
CC(=O)c1cccc(OCC(=O)Nc2ccccc2N2CCOCC2)c1,8.3,1.4,-4.0,-6.9,.,2.1,-8.9
C[C@H]1CN([C@@H](C)CO)C(=O)c2cc(NS(=O)(=O)c3ccc(F)cc3)ccc2O[C@@H]1CN(C)Cc1ccc(C(=O)Nc2ccccc2N)cc1,-22.1,-0.2,16.3,-0.1,.,-1.5,15.6
CCOC(=O)C1=CCN(S(=O)(=O)c2ccc(F)cc2)C1c1ccccc1 (stereo unspecified),7.0,20.8,8.5,-3.2,.,2.9,6.9
Cc1nc(C)c(C(=O)N/N=C/c2ccco2)s1,14.9,23.9,-0.9,2.0,3.5,2.7,-2.8
N#Cc1ccccc1NC(=O)CSc1n[nH]c(-c2ccco2)n1,-5.6,-9.1,12.7,2.2,1.1,-1.1,.
CN1c2ccc(Br)cc2[C@H]2[C@H](CCN2C(=O)Nc2ccccc2F)[C@H]1CO,-24.3,-8.1,?,-4.8,-7.8,-0.6,-22.6
Clc1ccc(/C=N/N2CCN(Cc3ccccc3Cl)CC2)cc1,1.5,14.0,-7.0,-4.4,.,-5.0,-6.8
Cc1ccc(N2CC(O)(c3cccs3)[N+]3=C2CCCC3)cc1 (stereo unspecified),5.2,6.1,-5.5,-2.1,-1.9,-3.4,5.1
CN1c2ccc(C3=CCCCC3)cc2[C@@H]2[C@@H](CCN2C(=O)C2CCCCC2)[C@H]1CO,32.8,10.1,-0.4,-16.5,.,7.2,20.1
COc1cccc(CNC(=O)CNS(=O)(=O)c2ccc(Br)s2)c1,0.5,0.4,2.7,-3.0,1.0,-3.2,-1.3
CCOc1ccc(-c2c(=O)n(OCc3ccccc3Br)c3ccccc3[n+]2[O-])c(OCC)c1,4.6,6.5,6.5,1.9,2.3,-5.8,9.0
CC(C)NC(=O)CSc1nnc(-c2ccc3ncccc3c2)n1C,11.1,-9.6,-0.3,-0.9,9.8,0.2,5.5
COc1ccc(Cl)cc1NC(=O)C/C(C)=N/NC(=O)COc1ccc(C)cc1,18.6,27.2,-1.0,0.2,-13.9,0.6,7.9
COc1ccccc1-c1cnc2c(c1)C(=O)N([C@@H](C)CO)C[C@@H](C)[C@H](CN(C)Cc1ccc(F)cc1)O2,-11.3,7.4,-2.3,-3.3,-2.5,1.0,4.2
COc1ccccc1N1CCN(C(=O)NCc2cccc(C(F)(F)F)c2)CC1,9.8,9.6,?,2.4,-3.7,1.0,2.1
Cc1ccc(Sc2ccc(NC(=O)CCl)cc2)c(C)c1,-2.8,.,0.3,-1.6,.,2.6,42.8
Cc1nn(CC(C)C)c(Cl)c1C(=O)NCC(C)(C)N1CCOCC1,1.4,-1.1,-2.7,.,.,-3.9,-4.1
CC(C)CC#Cc1ccc([C@@H]2[C@H](CO)N3C(=O)CN(C(=O)CN4CCOCC4)C[C@@H]23)cc1,.,5.9,10.5,-2.6,.,0.5,-4.3
C[C@]12c3[nH]c4cc(-c5ccco5)ccc4c3CCN1C(=O)[C@@H](CC(=O)NCCc1ccccn1)C[C@@H]2C(=O)N1CCOCC1,-8.3,-4.7,49.8*,-9.6,1.8,-3.5,-0.9
FC(F)Oc1ccccc1/C=N/Nc1nc2ccccc2o1,-94.1,-89.1,-3.5,0.2,13.5,1.2,-90.2
OC[C@H]1[C@H](c2ccc(C#Cc3cccnc3)cc2)[C@H]2CN(Cc3ccccc3F)CCCCN21,6.9,-5.2,-21.2,0.9,-0.5,1.3,18.6
CCOc1ccc(NC(=O)CN(C)C(=O)CSc2ccccc2)cc1OCC,0.8,8.9,.,0.1,2.0,8.4,5.1
COc1ccc(NC(=O)N(C)[C@H]2C[C@H]3c4[nH]c5ccccc5c4CCN3C(=O)[C@H]2CO)cc1,-7.9,-15.7,14.5,-2.4,.,3.3,53.2*
Cc1ccc(C(=O)N2CCC(C)CC2)cc1S(=O)(=O)N1CCCCC1,-10.6,3.8,-7.3,-2.8,-1.6,0.8,.
Cc1noc(C)c1NC(=O)N(C)C[C@H]1Oc2ccc(NS(=O)(=O)c3cn(C)cn3)cc2C(=O)N([C@@H](C)CO)C[C@@H]1C,.,10.1,-8.0,-2.2,-7.4,1.1,-9.6

# Remaining list, next part:
SMILES,PAX8 inh HTS,LGR2 antag,DENV2 CPE,SIRT5 block,ARNT TACC3 PPI,Casp6 inh,EWS-Fli block
O=C(NCCc1ccccc1)c1cnc2sccn2c1=O,-155.1,-42.2,?,0.4,-1.6,0.1,-72.0
Cc1ccc(C)n1-c1ncc(Br)cn1,14.1,-3.0,-0.9,.,0.8,-1.6,7.8
CCC(=O)N1CC[C@@H]2[C@@H](CO)Nc3ccc(-c4ccc(OC)cc4)cc3[C@@H]21,2.2,-17.5,130.7*,.,10.6,.,5.8
C[C@@H]1CN([C@H](C)CO)C(=O)c2cc(NC(=O)Nc3ccc4c(c3)OCO4)ccc2O[C@H]1CN(C)S(=O)(=O)c1cccs1,.,13.1,4.8,4.4,3.0,0.9,-4.8
CCOC(=O)N1CCN(C(=O)C2CCCN(c3ncnc4c3nc3n4CCCCC3)C2)CC1 (stereo unspecified),-2.2,-27.6,11.9,1.6,3.0,-0.6,-6.7
CCC(OC(=O)C(CC(C)C)NC(=O)c1ccccc1)C(=O)Nc1nnc(C)s1 (stereo unspecified),.,-4.5,13.1,.,.,-2.5,1.2
O=C(O)CCC(=O)NNc1ncnc2ccccc12,19.9,6.1,-4.7,-7.1,-2.0,1.4,1.7
O=C(COC(=O)c1ccco1)NCCNC(=O)COC(=O)c1ccco1,-12.4,-4.4,-7.4,-2.6,-8.2,9.0,.
COc1ccc(CN(CCC(c2ccc(F)cc2)C2CCOC(C)(C)C2)C(=O)c2ccco2)cc1 (stereo unspecified),-16.1,17.7,6.3,-1.3,8.3&11.4,5.0,5.1
Cc1cc(NC(=O)COC(=O)CNS(=O)(=O)c2ccc(C)c(C)c2)no1,-2.6,-7.7,.,-1.1,-4.7,-1.8,11.5
CCCC[C@H](CC(=O)c1ccccc1)[C@@H](OC(C)=O)C(=O)Oc1c(C(C)C)cccc1C(C)C,5.6,3.0,-14.7,.,-6.4,.,0.5
CC(C)NC(=O)N(C)C[C@@H]1Oc2ncc(Br)cc2C(=O)N([C@H](C)CO)C[C@@H]1C,.,.,7.3,-2.7,-8.4,0.0,-13.2
Cc1c([N+](=O)[O-])c([N+](=O)[O-])nn1CC(=O)NCCc1ccccc1,18.3,4.2,-2.1,6.4,-0.1,-0.1,5.0
O=C(O)c1ccc(-n2nc(C(F)(F)F)c3c2CCCC3)cc1,-1.8,28.0,1.5,-2.1,-7.3&33.9,.,10.5
COc1ccc(C2/C(=C(/O)c3ccccc3)C(=O)C(=O)N2C)c(OC)c1 (stereo unspecified),6.5,-8.4,0.2,6.3,-24.1,1.0,6.5
COc1ccc(CN2C(=O)CCC(C(=O)O)C2c2ccccc2)cc1 (stereo unspecified),0.3,-14.1,-2.1,-0.9,-5.9,1.8,4.5
COc1ccccc1C(C)NS(=O)(=O)c1ccc(Cl)nc1 (stereo unspecified),-5.5,-4.4,1.4,-2.5,-6.7,-1.6,-3.9
Nc1nc(NCC2CCCO2)nc(Nc2ccccc2)c1[N+](=O)[O-] (stereo unspecified),4.7,-22.7,-7.6,-4.2,-5.4,-1.1,-3.1
COc1ccc(C)c2sc(NC(=O)C3CC3)nc12,10.4,-3.1,-0.8,2.3,3.3,-0.3,5.1
CC(CSc1nnnn1-c1ccccc1)Cn1c(N2CCN(C)CC2)nc2c1c(=O)[nH]c(=O)n2C (stereo unspecified),11.8,0.2,8.6,-2.2,12.5,0.7,8.4
COc1cccc2sc(N(CCCN(C)C)C(=O)c3ccc(S(=O)(=O)N4CCCc5ccccc54)cc3)nc12,.,26.0,-2.8,-5.4,20.8,-13.0,32.6
O=S(=O)(Nc1cccc(-n2cnnn2)c1)c1ccccc1C(F)(F)F,3.4,-3.0,7.5,3.8,-8.0,0.3,3.9
Cn1cnc(S(=O)(=O)N[C@H]2CC[C@@H](CC(=O)Nc3ccc(-c4ccccc4)cc3)O[C@@H]2CO)c1,4.3,-28.5,-5.6,-0.1,-9.7,0.8,-5.0
Cc1cc(OCC(=O)NCC(c2ccc(F)cc2)N2CCOCC2)ccc1Cl (stereo unspecified),4.0,-12.1,-3.7,-3.8,2.9,-1.0,0.5
C[C@@H]1CN([C@@H](C)CO)C(=O)c2cc(NC(=O)CCCCCC(=O)Nc3ccccc3N)ccc2O[C@@H]1CN(C)Cc1ccc2c(c1)OCO2,33.1,-0.7,20.5*,1.5,.,-1.2,8.0

# (continued)
SMILES,PAX8 inh HTS,LGR2 antag,DENV2 CPE,SIRT5 block,ARNT TACC3 PPI,Casp6 inh,EWS-Fli block
CNC[C@@H]1Oc2c(NS(=O)(=O)c3ccccc3)cccc2C(=O)N([C@@H](C)CO)C[C@H]1C,6.2,2.9,3.1,0.5,6.0,1.9,-4.0
C#CCOc1ccccc1CNC1CCN(Cc2ccccc2)CC1,12.5,-11.5,4.2,-2.4,2.7,-17.7,13.4
CN(Cc1cccc(F)c1)C(=O)CN1CCN(S(=O)(=O)c2ccc3c(c2)OCCCO3)CC1,6.5,-1.2,-2.4,-0.4,32.2,0.8,6.1
Cc1ccc(S(=O)(=O)Nc2cccc3c2O[C@@H](CN(C)CC2CC2)[C@@H](C)CN([C@H](C)CO)C3=O)cc1,-2.5,11.0,-6.3,9.5,4.3,-0.1,-6.4
CC(C)[C@@H](N)C(=O)NC[C@H]1O[C@@H](n2cnc3c(N)ncnc32)[C@H](O)[C@@H]1O,-15.7,15.8,2.4,0.4,-1.3,-2.2,-5.4
C[C@@H]1CCCCO[C@@H](CN(C)C)[C@H](C)CN([C@@H](C)CO)C(=O)c2cc(NS(=O)(=O)c3cccs3)ccc2O1,-19.8,11.8,-13.8,0.1,-8.9,-0.4,-12.5
CC(C)C(C(=O)Nc1ccc(S(N)(=O)=O)cc1)N1C(=O)c2ccccc2C1=O (stereo unspecified),8.5,-1.9,5.1,3.0,1.2,0.8,-0.4
Cc1c(NC(=O)CSC(=S)N2CCCC2)c(=O)n(-c2ccccc2)n1C,10.0,8.2,1.2,1.8,-2.5,-3.4,-2.3
CCOC(=O)C1CCN(C(=O)c2ccccc2NC(=O)C2=C(C)OCCS2)CC1,-1.3,11.1,-2.9,-1.4,0.7,2.3,-0.5
COc1ccc(C(=O)NC(=S)Nc2ccc(N3CCN(C(C)=O)CC3)cc2)cc1[N+](=O)[O-],26.7,1.4,-6.2,1.3,2.8,-0.6,13.7
CN1C(=S)SC2CS(=O)(=O)CC21C (stereo unspecified),13.1,20.4,-1.4,-0.6,-9.8,-0.3,4.4
Cc1nc2ccccc2c2c(N)c3ccccc3n12,10.3,-5.9,-1.2,-1.7,37.6,1.6,-5.1
CN(C)c1oc(-c2ccccc2Cl)nc1S(=O)(=O)c1ccccc1,8.1,0.2,4.3,5.1,10.9,2.1,-3.5
Cc1ccc(F)c([C@H]2[C@@H]3C=CCC[C@@]3(C)C(=O)N2Cc2ccccc2)c1,12.0,27.9,-7.3,.,-0.2,-1.6,8.7
COc1ccc(C(=O)C2CCN(C(=O)Nc3ccccc3C)CC2)cc1,-4.8,17.7,-1.2,3.5,.,3.6,.
C/C=C/c1cnc2c(c1)C(=O)N([C@@H](C)CO)C[C@H](C)[C@@H](CN(C)S(=O)(=O)c1cccs1)O2,7.8,-10.5,9.1,-1.0,3.7,1.8,-6.6
